Glyco luc inh = N-linked glycosylation inhibition | D54 ERlucT glycosylation luciferase reporter, 24 h; percent of 100 nM tunicamycin response | reporter increase, % at 12.5 µM | actives 0.23% (n = 360,000) | AID 588692;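 active = mean luciferase reporter signal, scaled so untreated is 0 and the glycosylation-blocking control 100, at or above a set limit in every replicate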;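 also: luciferase carries N-glycosylation sites so blocking glycosylation raises the light; 0% = median of neutral control wells and 100% = median of 100 nM tunicamycin wells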
Vif inh = blocks HIV Vif function; AID 602346; actives 0.35% (n = 340,000); inhibition, % at 7.49 µM; HEK293T cells, Vif self-association by quenched fluorescence, imaging, 24 h; in the data active = inhibition above about 50%, passing the limit was not always enough; also: some results filed as inactive read as strong as hits
ABCB6 inh MLPCN = human ABCB6 transporter inhibition | Q9NP58 | K562-ABCB6 porphyrin accumulation, flow cytometry, 1 h; hits give low values | fluorescence ratio to DMSO, % at 10 µM | actives 0.19% (n = 360,000);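 active = fluorescence ratio to DMSO below 75%, the collection mean minus 3 SD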;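 also: signal is porphyrin accumulated inside mitochondria; 100% equals median channel fluorescence of DMSO control wells; lower ratio means ABCB6 inhibition with less porphyrin fluorescence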
Target sequence (Q9NP58 whole entry, looked up): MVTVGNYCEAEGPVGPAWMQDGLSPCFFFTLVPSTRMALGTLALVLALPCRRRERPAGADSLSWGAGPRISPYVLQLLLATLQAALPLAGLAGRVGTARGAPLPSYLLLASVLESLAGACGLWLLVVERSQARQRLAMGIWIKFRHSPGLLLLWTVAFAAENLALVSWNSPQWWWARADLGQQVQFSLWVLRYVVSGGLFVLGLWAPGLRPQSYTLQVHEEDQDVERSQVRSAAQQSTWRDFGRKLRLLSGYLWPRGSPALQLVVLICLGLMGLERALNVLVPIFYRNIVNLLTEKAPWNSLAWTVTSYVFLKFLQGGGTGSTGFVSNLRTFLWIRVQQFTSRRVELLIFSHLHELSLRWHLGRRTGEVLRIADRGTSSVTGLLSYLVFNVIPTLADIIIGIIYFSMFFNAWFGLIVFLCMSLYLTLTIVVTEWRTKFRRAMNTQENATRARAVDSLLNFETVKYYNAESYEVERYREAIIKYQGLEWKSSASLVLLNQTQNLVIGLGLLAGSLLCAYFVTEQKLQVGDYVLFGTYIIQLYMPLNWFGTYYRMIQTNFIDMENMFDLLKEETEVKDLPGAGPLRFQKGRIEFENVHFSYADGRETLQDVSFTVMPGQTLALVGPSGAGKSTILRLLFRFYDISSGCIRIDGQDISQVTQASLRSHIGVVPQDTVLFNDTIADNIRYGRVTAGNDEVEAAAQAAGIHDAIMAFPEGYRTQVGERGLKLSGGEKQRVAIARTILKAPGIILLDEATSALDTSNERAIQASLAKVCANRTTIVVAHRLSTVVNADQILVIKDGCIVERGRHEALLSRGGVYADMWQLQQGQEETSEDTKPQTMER
hiPSC survival = hiPSC single-cell survival enhancement | ATPlite luminescence; 100% = ROCK inhibitor wells, 0% = DMSO | survival enhancement, % at 20 µM | actives 0.044% (n = 360,000); in the data active = survival enhancement above about 18%;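 also: cells exposed to compounds for 16 hours before the ATP read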
CaV13 FRET inh = Primary screen for inhibitors of IQ motif and Ca2+-dependent inactivation inhibitor domain binding in CACNA1D, Förster resonance energy transfer in living cells, …; HEK cells, CFP/YFP FRET ICDI-IQ, plate reader, 10 min; percent FRET-ratio fall versus neutral wells; inhibition, % at 12.3 µM; actives 0.098% (n = 340,000); AID 743397;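 active = mean replicate inhibition of at least 30% and at least 1% of replicates passing that level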;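 also: 0% = median of the neutral control wells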
HTR2A ag = mouse HTR2A agonism via beta-arrestin recruitment; actives 0.66% (n = 360,000); CHO-K1 mHTR2A beta-arrestin complementation, luminescence; percent of 30 µM serotonin response; P35363; activation, % at 7.6 µM;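 active = activation above a run cutoff, the mean activation of all tested compounds plus 3 SD, cut at about 14% in these data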;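 also: 0% = plate median of compound wells and 100% = 30 µM serotonin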
Exocytosis inh = lytic granule exocytosis inhibition. TALL-104 LAMP-1 surface exposure, flow cytometry; cells stimulated with thapsigargin and PMA. inhibition, % at 10 µM. actives 0.66% (n = 360,000). AID 651702;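 active = inhibition above about 55%, limit read from the data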
H9c2 protect = modulators protecting cardiomyocytes from myocardial damage. H9c2 cardiomyocytes, H2O2 injury protection, ATPLite, 2 h. protection from H2O2 cell death, % at 20 µM. actives 0.63% (n = 360,000). AID 588492;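 active = compounds giving at least 50% protection of heart cells from peroxide-induced death in the single-dose screen, raw or plate-pattern-corrected value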;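 also: 0% = DMSO wells with peroxide and 100% = DMSO wells without peroxide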
PDI inh = blocks human protein disulfide isomerase activity; inhibition, % at 10 µM; actives 0.052% (n = 350,000); PDI insulin aggregation turbidity, A650, 90 min;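 active = mean inhibition across replicates of 30% or more, whatever share of single replicates reach that level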;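 also: absorbance from insulin aggregation driven by PDI reduction with DTT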
aDG glyco up = alpha-DG glycosylation activation; Pro5-aDG cells, alpha-DG glycosylation AlphaScreen (IIH6); 0% Pro5, 100% B10-LARGE cell signal; activation, % at 10 µM; actives 0.22% (n = 360,000);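 active = activation of at least 8% versus controls, or a plate z-score of at least 8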;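 also: Pro5 are CHO cells carrying HIG-tagged alpha-DG that lacks glycosylation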
Numbers without * were called inactive; nt = not tested or not shown. An unsorted share of the library; 3.1% or so of the library scored in one or more.

SMILES | Glyco luc inh | Vif inh | ABCB6 inh MLPCN | hiPSC survival | CaV13 FRET inh | HTR2A ag | Exocytosis inh | H9c2 protect | PDI inh | aDG glyco up
CCOc1ccc(CCNc2nc3ccccc3n3c(C)nnc23)cc1OCC | 10.2 | 12.2 | 97.0 | -0.5 | -12.7 | 2.5 | -1.7 | 10.3 | -4.7 | 0.0
CC(=O)NC12CC3CC(C1)CC(C(=O)NCC(=O)Nc1c(C)cc(C)cc1C)(C3)C2 | 0.5 | -3.4 | 98.0 | 1.0 | -1.8 | 10.9 | -0.5 | 2.5 | -9.2 | 1.0
Cc1ccccc1Nc1scc(-c2ccc(Br)cc2)[n+]1-c1ccccc1C | -6.0 | -5.3 | 100.0 | -1.6 | 5.3 | -4.0 | 0.4 | -2.5 | -26.0 | -0.4
Cn1c(N/N=C\c2cccc(O)c2)cc(=O)n(C)c1=O | 4.4 | 0.9 | 104.0 | 0.6 | -4.0 | 2.1 | -1.8 | 3.6 | -2.9 | 0.0
Cc1cc(NC(=O)CCN2C(=O)C3C4C=CC(C4)C3C2=O)ccc1Br (stereo unspecified) | 1.2 | 15.8 | 96.0 | 0.6 | -18.2 | -1.7 | -1.4 | 1.1 | -8.3 | -0.2
O=C1NC[C@H](CC2CCCCC2)N(CC2CCCCC2)C1=O | 0.8 | -0.7 | 93.0 | 2.1 | -9.3 | -3.1 | -2.1 | -10.4 | -4.3 | 0.1
CSCC[C@H](NC(=O)COc1ccc(Cl)cc1)C(=O)N1CCC2(CC1)NCCc1[nH]cnc12 | 0.2 | -2.4 | 101.0 | -0.2 | -4.9 | 0.1 | -7.9 | -0.1 | 0.6 | -0.1
O=C(NC(=S)NC(CO)c1ccccc1)c1ccc(F)cc1 (stereo unspecified) | 1.0 | -5.3 | 99.0 | -0.4 | -19.5 | 5.4 | -1.7 | 0.2 | -1.8 | -0.1
O=C(Nc1ccc2nc3n(c(=O)c2c1)CCCCC3)c1ccccc1Cl | 0.0 | nt | 99.0 | 0.4 | -5.0 | -3.2 | -0.1 | 36.6 | -2.8 | 0.7
CN(C)S(=O)(=O)c1cccc(C(=O)NCC2CCCCC2)c1 | -1.9 | -19.2 | 101.0 | -0.4 | -2.6 | -9.1 | 28.6 | -0.3 | 0.0 | 0.2
Cc1ccc(/C=C/C(=O)c2c(C)cc(C)[nH]c2=O)cc1 | 1.2 | -6.7 | 104.0 | -3.4 | -8.3 | 1.6 | 0.1 | 3.8 | -4.3 | 0.1
Cc1nc(-c2ccccc2)sc1C(=O)NS(=O)(=O)c1ccc(CN2CCN(c3ccccc3)CC2)cc1 | nt | nt | 98.0 | -1.2 | -6.8 | -0.8 | -11.7 | nt | nt | 0.1
CCCC(=O)N1CCCC(c2cc(C(=O)NCc3ccc(F)cc3)no2)C1 (stereo unspecified) | 0.6 | -2.0 | 97.0 | 1.9 | -5.8 | 1.9 | -6.1 | 6.1 | -35.1 | 0.2
Cc1onc(-c2c(Cl)cccc2Cl)c1C(=O)N1CCOCC1 | 1.0 | 5.4 | 92.0 | 0.1 | -2.0 | 17.2* | -20.8 | -1.2 | 4.1 | 0.0
OC(CN(c1ccccc1)c1ccccc1)Cn1cnc2ccccc21 (stereo unspecified) | -2.6 | 5.1 | 92.0 | -1.5 | -5.0 | 1.9 | 2.1 | -33.0 | 4.9 | 1.0
C=CCn1c(Cc2cccs2)nnc1SCC(=O)Nc1cccc(OC)c1 | 0.4 | 0.8 | 96.0 | -0.3 | -5.6 | 0.0 | -0.1 | -2.6 | -5.1 | -0.3
COc1cc(O)c(C(CC(=O)N2CCN(c3ccccc3)CC2)c2cc(OC)c(OC)c(OC)c2)c(OC)c1 (stereo unspecified) | 0.1 | 1.0 | 102.0 | 0.4 | -6.3 | 0.1 | -4.3 | 2.7 | 2.6 | -0.1
CCc1ccc(NC(=O)CSc2nc3nc(C)cc(C)n3n2)cc1 | -0.9 | -0.1 | 96.0 | 0.3 | -4.4 | 17.5* | -1.0 | -8.9 | 5.6 | 0.1
Cc1cc2nnc(SCc3ccccc3)n2c(N)n1 | -1.5 | 7.2 | 97.0 | 1.1 | -7.4 | -5.6 | 0.5 | 0.6 | 1.7 | -0.4
CC1=[N+](C)N(c2ccccc2)C(=O)C1N=C/C=C/c1ccccc1 (stereo unspecified) | -3.5 | 14.4 | 102.0 | -0.6 | -20.0 | 3.8 | -3.4 | 3.1 | -2.0 | 0.0
COc1cccc(-c2cnc3c(NC(C)=O)cc(-c4ccc(OC)c(OC)c4)cn23)c1 | -3.1 | nt | 96.0 | -0.8 | -5.3 | -2.5 | 48.4 | 25.8 | -3.0 | 0.0
Cc1cc2nc3n(c2cc1C)CC1CC(C(=O)NCc2cccc(C(F)(F)F)c2)N(C)C31 (stereo unspecified) | 3.8 | -2.1 | 101.0 | -2.0 | -11.7 | -2.1 | 10.8 | -1.7 | -1.9 | -0.2
O=C(Cn1ccc(NC(=O)OCc2ccccc2)nc1=O)NCCCn1ccnc1 | 2.1 | -1.1 | 93.0 | -1.0 | -7.7 | -1.4 | -16.1 | 4.2 | 1.9 | -0.2
CC(=O)NC(c1cccc(F)c1)c1nc(-c2cc3ccccc3o2)cs1 (stereo unspecified) | 3.3 | 2.6 | 93.0 | 1.2 | -5.2 | -4.9 | -3.5 | -12.6 | -13.4 | -0.1
COc1cccc(N(C(=O)Cn2nnc(-c3cccs3)n2)C(C(=O)NC(C)C)c2ccc(C)o2)c1 (stereo unspecified) | -0.9 | -2.4 | 103.0 | -1.2 | -5.4 | -0.3 | -0.4 | -7.0 | 4.0 | 0.0

Going on with the list:
SMILES | Glyco luc inh | Vif inh | ABCB6 inh MLPCN | hiPSC survival | CaV13 FRET inh | HTR2A ag | Exocytosis inh | H9c2 protect | PDI inh | aDG glyco up
CC1(C)CC(NC(=O)c2cc(COc3cccc(C(F)(F)F)c3)on2)CCO1 (stereo unspecified) | -1.1 | -7.2 | 96.0 | 0.1 | -6.9 | -10.7 | 0.2 | -6.5 | 0.1 | 0.8
O=C(NCc1ccc(Cl)cc1)c1cc2ccccn2n1 | 0.9 | nt | 103.0 | -0.4 | -3.0 | -0.1 | -2.0 | 11.8 | nt | -0.2
CC(NC(=O)c1ccccc1Cl)C(=O)N1CCN(Cc2ccc3c(c2)OCO3)CC1 (stereo unspecified) | -4.1 | 0.2 | 95.0 | -0.5 | -2.1 | -6.0 | 4.1 | 4.7 | 3.4 | -0.2
CCOC(=O)[C@]12CCC=C1N(Cc1ccc(Cl)cc1Cl)C(=O)[C@H](CC(=O)NCc1ccc(C)o1)C2 | nt | nt | 97.0 | -0.9 | -4.7 | -1.9 | -4.3 | nt | nt | 0.1
COc1ccc(C(=O)c2[nH]c(N)c(C(=O)NCCc3c[nH]c4ccccc34)c2-c2ccc(C(F)(F)F)cc2)cc1 | nt | nt | 122.0 | 0.0 | -7.7 | -4.9 | 4.8 | nt | nt | -0.5
COc1ccc(S(=O)(=O)NC(C)C(=O)Nc2ccc3c(c2)OCO3)cc1OC (stereo unspecified) | -0.1 | -4.1 | 79.0 | -0.5 | -7.2 | -2.2 | -9.1 | -5.0 | 15.3 | 0.0
COc1ccccc1CCc1nnc(CCC(=O)N(C)Cc2cccc3ncccc23)o1 | -1.2 | -4.4 | 95.0 | 0.3 | -4.0 | 3.9 | -3.8 | -2.9 | 3.0 | 0.3
COC(=O)C(NC(=O)c1ccccc1)=C1C=C(C)OC(C)=C1 | 1.5 | 1.5 | 117.0 | 3.1 | nt | 7.1 | -0.9 | 8.8 | -2.4 | 0.0
COc1ccc(CN2CCSCC2)cc1C | 0.6 | 3.6 | 98.0 | -2.0 | -8.9 | 1.4 | -2.9 | 5.3 | 16.6 | 0.0
CCC1C(=O)c2ccccc2N(C)C1=O (stereo unspecified) | 1.8 | -1.1 | 96.0 | 2.3 | -18.4 | 0.1 | -1.0 | -2.9 | 4.3 | -0.3
Cc1ccc(C(=O)N2CCN(c3ccc(NC(=S)NC(=O)Cc4ccccc4)cc3)CC2)cc1 | -7.3 | -9.1 | 101.0 | -1.6 | -2.1 | 4.8 | 0.6 | -10.4 | -0.5 | 2.3
COc1ccc(NC(=O)C(F)(F)F)cc1OC | 0.7 | 2.2 | 97.0 | 1.4 | nt | -3.2 | -1.2 | 6.7 | -2.7 | -0.2
Fc1cc(Cl)c(OCc2noc(-c3ccsc3)n2)c(Cl)c1 | 0.7 | -4.2 | 93.0 | -0.8 | -20.3 | 3.7 | -3.1 | 8.6 | -4.1 | -0.1
COc1ccccc1-n1cnc2cc(NCc3ccccc3O)ccc21 | 3.8 | -4.5 | 94.0 | -0.6 | -4.6 | -2.1 | 1.0 | -9.9 | -5.1 | 0.1
CCOC(=O)c1sc(NC(=O)CSc2nc(C)cc(C)n2)c(C#N)c1C | 0.3 | -20.4 | 96.0 | -3.7 | nt | 4.4 | 4.3 | -1.0 | -1.1 | 0.2
COc1ccc(/C(C)=N/N=C(\C)c2ccc(OC)cc2OC)c(OC)c1 | 2.1 | -8.7 | 94.0 | -2.4 | -5.2 | 1.3 | -1.9 | 1.7 | -7.8 | -0.1
Cc1[nH]c2ccccc2c1C(=O)C(C)OC(=O)c1ccc([N+](=O)[O-])o1 (stereo unspecified) | 9.6 | -3.2 | 100.0 | -0.6 | -2.1 | 0.4 | 34.9 | 22.8 | 3.6 | 0.1
CC1CCN(C(=O)c2ccc(N3CCOCC3)c([N+](=O)[O-])c2)CC1 | -1.0 | -2.0 | 99.0 | 1.1 | -3.4 | 0.7 | -17.8 | 2.5 | 2.8 | 0.0
CCOC(=O)C(Cc1ccc(O)cc1)Nc1nc2ccccc2o1 (stereo unspecified) | -3.1 | -5.2 | 96.0 | 6.4 | -5.1 | 2.2 | -17.3 | 5.4 | 25.0 | -0.1
COC(=O)C(Cc1ccccc1)NC(=O)c1cc(=O)[nH]c2ccccc12 (stereo unspecified) | -1.6 | 3.2 | 99.0 | 3.8 | -0.8 | 0.3 | 12.1 | 4.8 | 8.5 | 0.9
O=c1nc2n(CCO)c3ccccc3cc-2c(=O)[nH]1 | 4.4 | -15.3 | 101.0 | -2.5 | -5.6 | 3.0 | 31.0 | 3.7 | 9.2 | -0.1
O=C(O)c1cc([N+](=O)[O-])ccc1NCc1ccccc1 | 1.0 | 6.1 | 104.0 | 0.9 | -2.0 | 0.4 | 1.9 | 8.9 | 5.7 | -0.1
COc1cccc(OC)c1CNC(=O)C1CCC(=O)N(CC2CCCCC2)C1 (stereo unspecified) | -0.1 | 3.8 | 84.0 | -0.3 | -6.9 | -3.0 | -0.1 | 6.1 | 10.7 | 0.1
COc1ccc(C2CC(c3cccs3)=NN2S(C)(=O)=O)cc1 (stereo unspecified) | 0.0 | -1.4 | 99.0 | -0.3 | 1.0 | -2.5 | 0.3 | 2.4 | -0.2 | 0.0

Whole records as entered above. Order of values: Glyco luc inh | Vif inh | ABCB6 inh MLPCN | hiPSC survival | CaV13 FRET inh | HTR2A ag | Exocytosis inh | H9c2 protect | PDI inh | aDG glyco up
Listed for Cc1ccc(C(=O)N2CCN(c3ccc(NC(=S)NC(=O)Cc4ccccc4)cc3)CC2)cc1 → -7.3 | -9.1 | 101.0 | -1.6 | -2.1 | 4.8 | 0.6 | -10.4 | -0.5 | 2.3
Listed for Cc1cc2nnc(SCc3ccccc3)n2c(N)n1 → -1.5 | 7.2 | 97.0 | 1.1 | -7.4 | -5.6 | 0.5 | 0.6 | 1.7 | -0.4
Listed for O=C(Cn1ccc(NC(=O)OCc2ccccc2)nc1=O)NCCCn1ccnc1 → 2.1 | -1.1 | 93.0 | -1.0 | -7.7 | -1.4 | -16.1 | 4.2 | 1.9 | -0.2
